RGS4 inhibitor: blocks human RGS4-accelerated GTP hydrolysis; Transcreener GDP fluorescence polarization, RGS4-accelerated GTP hydrolysis; Potency, µM (highest dose often 114 µM), for the others: top-dose activity change, negative = inhibition, hits mostly inhibitors; 0.039% of 390,000 active; P49798; also: potency is read from the fitted curve at half-maximal effect; % is scaled to controls: 0 for no effect and ±100 for the full control effect; nearly all actives have a fitted effect of over 75% in size; some results filed as inactive show a strong effect at the top dose
Target sequence (P49798 whole entry, looked up): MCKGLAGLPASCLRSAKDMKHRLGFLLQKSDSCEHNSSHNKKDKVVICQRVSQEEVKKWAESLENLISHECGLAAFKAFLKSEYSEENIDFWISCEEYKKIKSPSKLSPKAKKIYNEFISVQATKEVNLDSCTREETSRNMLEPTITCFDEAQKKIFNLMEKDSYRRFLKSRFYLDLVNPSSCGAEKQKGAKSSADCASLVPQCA
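MLSMR compounds (23 nl, pin-transferred) preincubated 10 min at room temperature with a 500nM (2x) first reagent, then RGS4 at 900nM (2x) plus Transcreener GDP mix added; fluorescence polarization (620/688 nm) read before and after 90 min at 30 °C.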
APEX1 inh: APE1 (human) endonuclease inhibition. recombinant APE1, TAMRA/BHQ-2 abasic DNA cleavage fluorescence. Potency, µM (titrated, usually from 65.8 µM), without a hit: at the top dose activity change, negative = inhibition, hits mostly inhibitors. 0.35% of 350,000 active;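 also: potency is read from the fitted curve at half-maximal effect; plate controls were vehicle for no effect and reference inhibitor for full effect; nearly all actives have a fitted effect of over 55% in size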
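0.75 nM APE1 + cpd, 15 min RT; start w/ 50 nM TAMRA/BHQ-2 THF-abasic dsDNA; kinetic fluor 525/598 nm ×3 reads @60 s; Δ(read3−read1); normalized to DMSO and NSC13755 control wells.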
LDHA block: LDHA (human) enzyme inhibition | 0.15% of 480,000 active | activity change, % (values are at about 110 or 230 µM) | purified LDHA, NADH/diaphorase-resazurin fluorescence; hits give low values | P00338; in the data active = activity change below about -30%; inconclusive = mostly about -25% to -30%;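 also: plate controls were DMSO wells for no effect and wells without enzyme for full effect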
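Enzyme activity of human lactate dehydrogenase 5 (2 nM; 0.06 mM NADH, 0.2 mM pyruvate, 5 min, RT) is measured via a resazurin/diaphorase fluorescence readout of residual NADH.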
Apoferritin bind: candidate novel general anesthetic via apoferritin binding. P02791. apoferritin/1-aminoanthracene competitive binding, fluorescence. Potency, µM (series often up to 77.5 µM), without a hit: top-dose activity change, negative = displacement, hits mostly inhibitors. 0.074% of 350,000 active; also: potency is read from the fitted curve at half-maximal effect; % is scaled to controls: 0 for no effect and ±100 for the full control effect; nearly all actives have a fitted effect of over 20% in size
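Apoferritin-based anesthetic binding model; compound displacement of fluorescent 1-AMA measured as endpoint fluorescence after 10 minutes at room temperature, scaled to free-ligand and complex controls.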
ERG-DNA inh: inhibitors of human ERG Ets domain-DNA interaction; P11308; fluorescence polarization, His-ERG Ets domain / labelled DNA; Potency, µM (doses to about 76.9 µM), inactives show top-dose FP activity, negative = inhibition, hits mostly inhibitors; 0.028% of 370,000 active; AID 624246; active = well fitted inhibition curve with a large enough effect in the polarisation, with a control signal flat; inconclusive = small, poorly fitted or top-dose-only effect, or effect the other way, or a change in a side signal; inactive = no such curve, though single readings can be large or run the other way; the % refers to the polarisation;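 also: polarization taken with two DNA probes labelled with fluorescein and Texas red; potency is read from the fitted curve at half-maximal effect; % of control where 0% means no effect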
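His-tagged ERG Ets domain (1 uM in the protein solution; 300mM KCl, 50mM Tris-HCl, 1mM EDTA, 1mM DTT, pH 7.5) received compound, then a probe mix of 5 nM fluorescein-DNA and 100nM Texas-615-DNA. Fluorescence polarization was read for both dyes.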
POLB inh: inhibitors of human DNA polymerase beta; P06746; Pol beta primer extension/strand displacement, fluorescence kinetic; Potency, µM (doses to about 114 µM), for the others: at the top dose activity change, negative = inhibition, actives largely listed as inhibitors; 1.3% of 340,000 active; also: potency is read from the fitted curve at half-maximal effect; % is scaled to controls: 0 for no effect and ±100 for the full control effect
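10 nM enzyme + cpd, 15 min RT; start with substrate 50 nM final; read 0 min and after 10 min RT. Corrected, normalized data; 4-parameter Hill curve fit.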
12-LOX inh: blocks human arachidonate 12S-lipoxygenase. P18054. purified 12hLO, xylenol orange hydroperoxide absorbance. Potency, µM (titrated, usually from 108 µM), inactives show top-dose activity change, negative = inhibition, usual class: inhibitors. 1.1% of 580,000 active; also: potency is read from the fitted curve at half-maximal effect; % is scaled to controls: 0 for no effect and ±100 for the full control effect
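Hydroperoxide product was detected by ferrous iron/xylenol orange as the 573 to 405 nm absorbance ratio. Arachidonic acid at 40 uM (final) was turned over for 30 min at room temperature by 150 nM human 12hLO, pH 7.0 Hepes buffer, after 15 min compound preincubation.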
Pol kappa inh: DNA polymerase kappa (human) inhibition | Q9UBT6 | Potency, µM (titrated, usually from 107 µM), for the others: at the top dose activity, negative = inhibition, hits mostly inhibitors | purified Pol kappa, fluorescent DNA synthesis assay, 10 min | 0.53% of 400,000 active | AID 588579; also: potency is read from the fitted curve at half-maximal effect; % is scaled to controls: 0 for no effect and ±100 for the full control effect
Target sequence (Q9UBT6 whole entry, looked up): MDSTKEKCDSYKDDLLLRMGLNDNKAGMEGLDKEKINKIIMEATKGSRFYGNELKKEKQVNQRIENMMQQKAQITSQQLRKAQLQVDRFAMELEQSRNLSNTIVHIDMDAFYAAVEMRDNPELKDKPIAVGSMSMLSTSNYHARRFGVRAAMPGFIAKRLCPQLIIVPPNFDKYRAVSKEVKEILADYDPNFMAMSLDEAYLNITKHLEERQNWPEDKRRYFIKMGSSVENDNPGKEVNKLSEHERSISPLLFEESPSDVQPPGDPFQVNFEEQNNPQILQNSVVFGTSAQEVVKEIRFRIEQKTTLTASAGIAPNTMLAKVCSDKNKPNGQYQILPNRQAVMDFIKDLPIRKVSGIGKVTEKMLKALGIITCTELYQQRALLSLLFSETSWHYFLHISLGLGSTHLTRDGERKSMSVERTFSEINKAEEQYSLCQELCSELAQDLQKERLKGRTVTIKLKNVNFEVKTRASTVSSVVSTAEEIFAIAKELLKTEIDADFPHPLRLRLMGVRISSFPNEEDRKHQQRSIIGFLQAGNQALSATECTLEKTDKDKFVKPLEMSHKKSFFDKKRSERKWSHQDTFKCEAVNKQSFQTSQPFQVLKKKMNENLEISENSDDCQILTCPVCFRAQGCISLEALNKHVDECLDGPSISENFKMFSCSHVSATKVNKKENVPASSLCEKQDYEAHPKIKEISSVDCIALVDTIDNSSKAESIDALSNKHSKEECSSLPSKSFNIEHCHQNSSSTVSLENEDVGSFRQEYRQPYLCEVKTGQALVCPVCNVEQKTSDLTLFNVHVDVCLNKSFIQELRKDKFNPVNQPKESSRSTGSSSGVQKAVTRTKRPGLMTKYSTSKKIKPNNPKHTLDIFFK
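Kinetic fluorescence readout at 0 and 10 min followed reaction start with substrate at 50 nM final. Beforehand, enzyme (10 nM Pol kappa) stood 15 min with compound at room temperature; buffer-only wells were negative controls.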
Pol eta inh: inhibitors of human DNA polymerase eta | Q9Y253 | recombinant Pol eta, fluorescent DNA replication assay | Potency, µM (top dose mostly 114 µM), inactives show top-dose activity change, negative = inhibition, hits mostly inhibitors | 1.2% of 390,000 active | AID 588591; also: potency is read from the fitted curve at half-maximal effect; % is scaled to controls: 0 for no effect and ±100 for the full control effect
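Pol eta (10 nM) was preincubated with compounds for 15 min at room temperature, after which fluorescent replication substrate (50 nM final) was added to start the reaction. Fluorescence was read kinetically at 0 and 10 min.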
* marks the source's active call; other numbers are inactive results; i = inactive; ? = inconclusive; . = not tested or not shown; & = joins results of further samples; [ ] = remark or other dose. Unless noted, calls follow the shape of the dose curve; as a rule, active = well fitted curve in the direction sought with a large enough effect; inconclusive = small, poorly fitted or top-dose-only effect, or another doubt; inactive = no such curve, though single readings can be large; an effect the other way counts as inactive or inconclusive.

canonical_smiles | RGS4 inhibitor | APEX1 inh | LDHA block | Apoferritin bind | ERG-DNA inh | POLB inh | 12-LOX inh | Pol kappa inh | Pol eta inh
O=C1CCCN2N=C(SCC(=O)Nc3ccc([N+](=O)[O-])cc3)SC2=N1 | ? | 27% | -5 | -5% | -13% | 0% | 14% | -27% | -1%
COc1ccc(-n2c(/C=C(\C)O)nc(=O)c3c(C)cc(C)nc32)cc1 | -12% | -2% | 0 | -6% | 4% | 6% | -9% | 2% | -4%
COc1ccc(C2=NN(C(=O)COC(=O)c3ccc(NC(=O)CC#N)cc3)C(c3ccco3)C2)cc1 (centres undefined) | -18% | 14% | -1 | . | 12% | . | ? | -17% | -22%
O=C(NCc1cccnc1)c1nn2cccnc2c1Cl | -15% | 2% | -11 | -4% | -12% | 10% | 5% | -5% | -24%
COc1ccc2oc(=O)c(C(=O)NC(C)c3ccccc3)cc2c1 (centres undefined) | -3% | 40%[activator] | -3&-15 | 64%[activator] | 4% | -4% | -19%&-5% | -21% | -5%
CCC(Oc1ccccc1)C(=O)Nc1ccccc1OC (centres undefined) | 12% | 0% | -1 | -14% | . | -2% | 21% | -6% | -7%
Cc1nnc(NC(=O)c2nc(S(=O)(=O)Cc3ccccc3)ncc2Cl)s1 | ? | 65%[activator] | 3&-3 | -1%&-10% | 1%&1% | -11%&42% | ? | -2%&3% | -5%&-2%
COc1ccc(NC(=O)CCCn2cnc3ccccc3c2=O)c(OC)c1 | -3% | 7% | -6 | -4% | 8% | 24% | . | -6% | -15%
CC1Cc2cc(S(=O)(=O)CCC(=O)NCc3ccc(Cl)cc3)ccc2N1C(=O)C1CC1 (centres undefined) | -18% | . | -3 | -18% | 0% | 0% | -2% | -6% | -15%
COc1ccc(S(=O)(=O)N(CC(=O)Nc2cccnc2)c2ccc(C)cc2)cc1OC | 5% | . | -7 | -5% | 5% | 0% | 0% | -5% | -13%
Cc1ccnc(NS(=O)(=O)c2ccc(NC(=O)C3CC=CCC3C(=O)O)cc2)n1 (centres undefined) | -19% | -5% | -10 | -4% | 1% | 2% | -6% | -10% | -5%
CC1=NN(C(=O)c2ccc(Cn3nc(C)c(Br)c3C)cc2)C(O)(C(F)(F)F)C1 (centres undefined) | 25% | 0% | -4 | -16% | 1% | 1% | 26% | -9% | -9%
O=C(Nc1nc2ccc(F)cc2s1)c1cccs1 | -3% | -2% | -3 | -3% | -6% | -11% | 1% | -16% | -12%
O=C(Nc1ccc(Cl)cc1F)c1cnc2sc(N3CCOCC3)nn2c1=O | -24% | . | 3 | -11% | -7% | 1% | -1% | 3% | -13%
CCCn1nnc(NCc2ccc(OCc3cccs3)c(OC)c2)n1 | 33% | -4% | -10 | 1% | -3% | -3% | 0% | -6% | -6%
Cc1ccc(-c2csc(N/N=C/C=C/c3ccccc3)n2)cc1 | -11% | -6% | -15 | ? | -10% | -1% | ? | -13% | -7%
COc1ccc(-n2nnnc2CNC(=O)C(=O)c2c(C)[nH]c3ccccc23)cc1 | -13% | -7% | -4 | . | -4% | . | -18% | -4% | -18%
CC(C)OC(=O)CN1C(=O)C(C)(C)Oc2ccc(C(=O)NC(C)(C)C)cc21 | -2% | 7% | -4 | -13% | 2% | -2% | -4% | -7% | -23%
C#CCOC(=O)c1ccccc1C(=O)n1nnc2ccccc21 | -10% | 3% | -4 | -20% | 7% | -3% | -9% | 3% | -19%
O=C(Nc1ccccc1)OCc1ccccn1 | 22% | 0% | -14 | ? | -5% | 1% | 0% | -5% | 2%
CC1Cc2cc(C(=O)O)ccc2O1 (centres undefined) | -3% | -12% | -2 | -4% | 5% | -1% | 0% | -2% | ?
COc1ccc(OC)c(S(=O)(=O)CC(O)CS(=O)(=O)c2ccccc2)c1 (centres undefined) | 19% | 0% | -2 | -3% | -3% | 35% | 14% | 2% | -13%
Cc1c(Cl)cccc1NC(=O)c1ccccc1-c1ccccc1C(=O)O | 17% | 7% | -9 | -4% | -2% | 6% | 0% | -5% | -11%
COC(=O)CC/C(O)=C1\C(=O)CC(C)(C)CC1=NCCc1nc2ccccc2[nH]1 | ? | -1% | -3 | -5% | -14% | 26% | -11% | -4% | -21%
CC1CCCCN1CCNC(=O)c1cc2c(=O)n(C)c3ccccc3c2n1C (centres undefined) | -2% | ? | 3 | -18% | -5% | 1% | 69% | 4% | 1%
O=c1c2ccccc2nc2c3ccccc3c3nncn3n12 | 16% | 1% | -13 | -9% | 2% | -1% | 3% | -6% | -17%
O=C(c1ccco1)N1CCC(N2CCN(c3ccccc3)CC2)CC1 | -17% | 20% | -21 | 4% | -10% | 0% | -5% | 2% | -10%
O=C(C1CC1)N1CCc2cc(S(=O)(=O)NCCC3=CCCCC3)ccc21 | 8% | 14% | -4 | 68%[activator] | -1% | -15% | 16% | -12% | -4%
CCOC(=O)c1cc(-c2ccc3c(c2)OCCO3)nc2c1c(C)nn2CCC#N | -12% | -5% | 0 | 6% | 4% | ? | -5% | -6% | -20%
COCCCNC(=O)c1ccc2nc(CCc3ccccc3)oc2c1 | 7% | . | -13 | -8% | -3% | 7% | -3% | -1%[60.1 µM] | -8%
Cc1c(C(=O)O)sc(S(=O)(=O)N2CCNCC2)c1C(=O)O | . | 20% | . | 14% | . | ? | ? | . | .
CN(C(=O)c1cccc(NC(=O)Cc2ccc(NC(=O)C3CCCN(C(=O)C4CCCC4)C3)cc2)c1)C1CCC1 (centres undefined) | 12% | . | -4 | . | 25% | . | ? | 4% | -2%
O=C(NC1CCCCC1)c1cc([N+](=O)[O-])ccc1N1CCCCC1 | 26% | 2% | -4 | -7% | -2% | -16% | 2% | 0% | -15%
O=C(NCc1ccccc1)C1(C(F)(F)F)C/C(=C\Cc2ccccc2)CCCO1 (centres undefined) | 2% | 17% | . | -10% | . | . | . | -3% | .
O=C(c1cc(-c2cccs2)nc2ccccc12)N1CCN(S(=O)(=O)c2ccccc2)CC1 | 16% | -1% | -11 | 15% | -4% | 6% | 9% | -7% | -1%
O=C(Oc1ccc(=O)n(-c2ccccc2)n1)c1ccc(F)cc1 | -34% | -2% | 0 | -15% | 4% | 18% | -16% | 10% | -10%
COc1ccc(NC(=O)CSc2nc3sc4c(c3c(=O)n2-c2ccc(OC)cc2)CCN(C)C4)cc1 | -46% | 22% | -5 | -13% | 13% | -1% | ? | -9% | -21%
Cc1cccc(/C=N/NC(=O)c2ccc(Br)cc2)c1 | -3% | -1% | -9 | 0% | 0% | 1% | 21% | -8% | -16%
CCN(C(=O)C1CC1)C1CCS(=O)(=O)C1 (centres undefined) | -2% | -12% | -9 | . | 5% | . | -3% | -42% | -7%
COc1ccc(-n2[nH]c(C)cc2=O)cc1 | -50% | ? | 1 | -14% | 3% | 9% | 0% | -1% | -11%
COc1cc2c(cc1OC)C(COc1ccc3c(C)cc(=O)oc3c1)N(C(=O)C(C)C)CC2 (centres undefined) | -8% | . | 0 | ? | 3% | 0% | ? | 11% | -21%
COc1cc(S(=O)(=O)n2ccnc2)ccc1Br | 6% | -1% | -16 | -3% | 1% | 9% | -3% | -1% | -5%
Cc1ccc(N(CC(=O)NCc2ccc(OC(C)C)cc2)S(=O)(=O)N(C)C)cc1 | 12% | . | -3 | 3% | -4% | 22% | -25% | 2%[60.1 µM] | -6%
c1nc(N2CCNCC2)c2cc(-c3ccc4c(c3)OCO4)ccc2n1 | . | -3% | . | -5% | . | . | -19% | -4%[60.1 µM] | .
CC1Cc2ccccc2N1C(=O)COC(=O)Cn1nnc(-c2ccccc2)n1 (centres undefined) | -18% | 1% | -6 | -14% | 9% | 20% | 3% | 3% | -19%
Cc1cnc(NC(=O)C2CC=CCC2)s1 (centres undefined) | -16% | 2% | -17 | -11% | 6% | 30% | 14% | -1% | -18%
Cc1ccccc1NC(=O)C1CCN(S(=O)(=O)c2cccs2)CC1 | -12% | 2% | -9 | -8% | 3% | 29% | 2% | 0% | -2%
N#CCC(=O)NC1CCC(CC2CCC(NC(=O)CC#N)CC2)CC1 (centres undefined) | -6% | -4% | -7 | 1% | 0% | 6% | i | -11% | -3%
O=C(COc1ccccc1Br)NCc1ccccn1 | -10% | -1% | -3 | -22% | -9% | 2% | 17% | -3% | -12%
CC1CCN(c2nn3c(=O)c(C(=O)NCCCOC(C)C)cnc3s2)CC1 | -17% | . | 7 | ? | -1% | 4% | -13% | 2% | -8%
O=Cc1ccc(OC(=O)c2cccnc2)cc1 | -2% | -6% | -6 | -5% | 13% | -21% | 0% | 3% | -19%
C=CCOc1c2ccc(C(=O)NC3CCCc4ccccc43)cc2nn1C (centres undefined) | -2% | 4% | -9 | -3% | 6% | ? | -5% | -6% | -17%
Cc1cc(Nc2nc3ccccc3c3nnc(C)n23)ccc1Br | -19% | . | -2 | 0% | 1% | 1% | 1% | -14%[60.1 µM] | -10%
CN1CCc2c(sc3c2c(=O)n(-c2cccc(Cl)c2)c2nncn32)C1 | -39% | . | 1 | . | 8% | . | 31%[activator] | -9% | 4%
CCN(c1ccc(NC(=O)c2ccc(N3CCCC3=O)cc2)cc1)C(C)C | -17% | 9% | -1 | . | 12% | . | -9% | -3% | -15%
CCOC(=O)c1ccc(NC(=O)CS(=O)(=O)Cc2nc(-c3ccc(C)cc3)oc2C)cc1 | 10% | . | 2&-15 | -9% | -15% | 2% | -1%&-28% | -10% | 4%

Source: PubChem

The list is partial, so the mix of outcomes need not match the whole.
